# Source: PubChem BioAssay (several laboratories)
# Yp Topo-I inh – blocks Yersinia pestis topoisomerase I activity; activity, % at 10 µM; AID 504884; Y. pestis Topo-I cleavage product accumulation, plate reader; actives 0.064% (n = 360,000); in the data active = activity above about 50%, passing the limit was not always enough; also: inactives centre near 2
# BoNT A protease – inhibitors of Botulinum neurotoxin A light chain protease; multiplex microsphere protease substrate cleavage, flow cytometry; inhibition, % at 10 µM; actives 0.17% (n = 360,000); AID 588499; also: plate controls were buffer without enzyme for full effect and enzyme alone for no effect
# PfHsp40 yeast – rescue of PfHsp40-mediated yeast toxicity. S. cerevisiae expressing PfHsp40, growth rescue, ATP luminescence. growth rescue, % at 12.5 µM. actives 0.68% (n = 340,000). AID 504582; in the data active = growth rescue above about 28%, passing the limit was not always enough;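 also: yeast W303a lacking pdr1 and pdr3 grown in galactose medium; growth measured after three days at 30 °C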
# CCHFV vOTU inh – blocks the CCHF virus ovarian tumor domain protease; actives 0.55% (n = 370,000); AID 651958; inhibition, % at 11.5 µM; CCHFV vOTU protease, Pep-AMC fluorescence; in the data active = inhibition above about 30%; also: 0% = vehicle wells with enzyme and 100% = no enzyme wells
# SSB-PriA inh – K. pneumoniae PriA-SSBct interaction inhibition | AlphaScreen SSBct-PriA binding, biotinylated peptide | inhibition, % at 33 µM | actives 0.6% (n = 430,000); in the data active = inhibition mostly above about 37%, no sharp cut-off; inactive = mostly below about 20%;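 also: plate controls were negative control peptide for no effect and reference peptide for full effect; strong numbers were not always called active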
# BH1578 lux ind – inducers of Vibrio cholerae quorum light production without autoinducers; V. cholerae BH1578 lux reporter, luminescence, 6 h; actives 0.16% (n = 350,000); AID 588436; activation, % at 18.7 µM; in the data active = activation mostly above about 9.7%, no sharp cut-off; also: not every result past the cut was called active; inactives centre near 0; reference of the scale not given here
# Anthrax LF inh2 – inhibitors of Bacillus anthracis lethal factor protease | P15917 | actives 0.12% (n = 360,000) | inhibition, % at 10 µM | multiplex microsphere protease cleavage assay, LF; also: plate controls were buffer without enzyme for full effect and enzyme alone for no effect
# VHR inh abs – DUSP3 (human) phosphatase inhibition | P51452 | recombinant VHR phosphatase, pNPP absorbance | inhibition, % at 13.3 µM | actives 0.52% (n = 290,000) | AID 1654; in the data active = inhibition above about 50%; also: some compounds called inactive have numbers as strong as hits
# Target sequence (P51452 whole entry, looked up): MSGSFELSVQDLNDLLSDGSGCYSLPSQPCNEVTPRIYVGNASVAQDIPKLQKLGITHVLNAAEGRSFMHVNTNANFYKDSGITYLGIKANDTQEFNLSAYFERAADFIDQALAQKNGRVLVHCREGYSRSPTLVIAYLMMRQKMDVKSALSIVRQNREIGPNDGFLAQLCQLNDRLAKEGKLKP
# TcdB GH inh – blocks C. difficile toxin B glycohydrolase activity | P18177 | TcdB glycohydrolase enzymatic assay, plate reader | inhibition, % at 9.99 µM | actives 0.24% (n = 350,000); in the data active = inhibition above about 10%
# SARS 3CLpro inh – SARS-CoV 3CLpro protease inhibition; recombinant SARS-CoV 3CLpro, quenched FRET peptide cleavage; inhibition, % at 6 µM; actives 0.14% (n = 290,000); AID 1706; in the data active = inhibition above about 12%
# * hit, by the source's call; i = inactive; x = no result given; & = joins results of further samples. Rule as the data show it, unless noted: active = inhibition above about 30%; inconclusive = no clear call, values can overlap the other calls; inactive = below that. Not all compounds are listed, so the mix of outcomes need not match the whole.
SMILES,Yp Topo-I inh,BoNT A protease,PfHsp40 yeast,CCHFV vOTU inh,SSB-PriA inh,BH1578 lux ind,Anthrax LF inh2,VHR inh abs,TcdB GH inh,SARS 3CLpro inh
CC1Cc2ccccc2N1C(=O)CCn1c(=O)oc2ccccc21 (configuration not stated),26,-0.2,0.3,-5,-3&-3&-16,i,5,19,0.7,2
Cc1cc(C)nc(NS(=O)(=O)c2ccc(NC(=O)c3snnc3C)cc2)n1,0,1.2,-0.1,4,-10,-0.3,-2,18,1.6,-5
Cc1cc(C)c(S(=O)(=O)N2CCOCC2)cc1NS(=O)(=O)c1cc(OCC(N)=O)c(C)cc1Cl,-1,0.0,-0.3,-3,-2,-0.1,-1,9,0.0,3
O=[N+]([O-])c1ccc2c(c1N1CCCCC1)=NC1(CCCCC1)[N+]=2[O-],-9,0.3,-0.7,5,5,-0.9,-11,-6,0.4,3
COc1ccc(S(=O)(=O)Nc2cc3c4c(c2)CCN4C(=O)CC3)cc1C,4,-0.3,0.7,-8,6,-0.7,0,x,1.5,x
O=c1c2c3nc4ccccc4nc3n(/N=C/c3ccncc3)c2ncn1-c1ccccc1,1,x,x,x,i,-0.4,x,17,x,0
CC(C)C1N=C2c3ccccc3N=C(SCc3cc(=O)n4cc(Cl)ccc4n3)N2C1=O (configuration not stated),11,-1.3,-1.8,13,-19,i,2,29,x,4
CCc1ccc(C2C(C#N)=C(N)Oc3n[nH]c(CC(=O)OC)c32)cc1 (configuration not stated),1,0.2,0.0,15,-2,i,-5,18,x,4
C=CCN=C1N[C@@H](c2ccccc2)C(C(=O)OC)=C(C)N1CC,-14,0.4,-0.9,x,8,i,-3,13,x,3
COc1ccccc1N1CCN(Cc2ccsc2)CC1,-9,0.2,-1.3,-3,-8,i,0,6,x,2
COc1ccc(SC[C@H](Cc2ccccc2)N2CCN(CCc3ccccc3)CCC2=O)cc1,32,-0.6,0.5,9,9,i,-2,19,1.4,x
CCN(CC)C(=O)N1CCN(S(=O)(=O)c2c(C)cc(C)cc2C)CC1,33,-1.1,-0.4,7,-8&-18,i,-7,8,2.2,0
CCOCC(=O)Nc1nnc(Cc2ccc(OC)c(OC)c2)s1,-1,-0.6,0.2,-9,-9,6.7,4,6,x,3
CC(C)c1ccccc1NC1=CC(=O)CC(C)(C)C1,0,-0.1,-0.9,9,-6,-0.3,-2,-5,1.5,3
O=C(c1ccccc1)c1cn[nH]c1-c1ccccc1O,5,-0.5,0.1,-4,-7,i,0,22,x,3
COCCNC(=O)c1ccccc1NC(=O)C1COc2ccccc2O1 (configuration not stated),6,0.4,1.5,-8,-8,i,-6,5,x,1
COC(=O)c1ccc(Cn2nnc3c(=O)[nH]c(C4CCCN(S(=O)(=O)c5ccccc5Cl)C4)nc32)cc1 (configuration not stated),25,0.6,0.1,-3,6,-3.4,3,22,0.5,8
CC(=O)c1c(C)[nH]c(C(=O)Nc2cccc(C(F)(F)F)c2)c1C,-5,-0.9,0.0,2,9,-0.1,1,8,-0.8,5
C=CCn1c(SCC(=O)N2CCCC2)nc2cc(C(=O)NCC3CCCO3)ccc2c1=O (configuration not stated),4,1.0,-0.6,-13,-11,-0.6,-2,8,x,6
CCc1csc(CCNC(=O)C2CCC(=O)N(Cc3ccccc3F)C2)n1 (configuration not stated),0,-10,1.1,-14,3,-0.1,-4,23,-0.6,-1
Cn1c(=O)c2c(-c3ccccc3)n(-c3ccccc3S)cc2n(C)c1=O,2,-0.2,x,19,x,-1.1,-7,x,1.0,x
COc1cccc(-c2nc(SC)nc3sc(C(=O)NC(C)(C)C)c(N)c23)c1,12,8.2,1.8,-7,-40,-11,8,x,x,x
COc1ccc(NC(=O)NCCN2C(=O)C3C4C=CC(C4)C3C2=O)cc1 (configuration not stated),6,-0.7,0.6,-2,-8,-0.9,1,12,1.1,-2
CC1(Oc2cccc(F)c2)CCN(Cc2ccc3ccccc3c2)C1 (configuration not stated),34,-1.1,x,-5,x,i,-5,x,1.3,x
Cc1ccc(OCCNCc2ccccc2)c(C)c1,4,-1.0,1.9,6,-12,-0.5,-4,12,0.9,1

# Carrying on:
SMILES,Yp Topo-I inh,BoNT A protease,PfHsp40 yeast,CCHFV vOTU inh,SSB-PriA inh,BH1578 lux ind,Anthrax LF inh2,VHR inh abs,TcdB GH inh,SARS 3CLpro inh
CC(C)(C)OC(=O)N[C@H]1C=C[C@H](OC(=O)CC(=O)OCC(F)(F)F)C1,-18,0.1,-0.3,7,-4,6.2,0,x,-1.8,x
Cc1cc(C)cc(NC(=O)c2ccc3nc[nH]c3c2)c1,3,0.0,0.2,0,4,i,0,-1,1.5,-1
O=C(CSc1nnnn1-c1ccc2c(c1)OCO2)NCc1cccs1,2,-1.9,-0.3,9,-5,0.4,-1,-4,x,0
COc1cccc(NC(=O)CSc2nc(=O)n(Cc3ccncc3)c3c2CCCC3)c1,8,-4.4,0.2,-9,-9,-0.3,4,x,3.0,x
CC1=NNC(=O)/C1=C\c1cn(-c2ccccc2)nc1-c1ccc(F)cc1,9,-1.0,-0.4,x,-2,2.3,-4,15,x,-4
O=C(NCCc1ccccc1)C1CCN(S(=O)(=O)c2ccc(Br)s2)CC1,1,1.8,-0.6,3,-12,-0.1,4,-14,x,-7
CC(C)(C)NC(=O)C1CCC(CNc2c(N3CCCCC3)c(=O)c2=O)CC1 (configuration not stated),-3,0.0,0.9,17,-2,-0.2,-3,14,1.3,1
c1ccc(-c2csc3ncnc(NCC4COc5ccccc5O4)c23)cc1 (configuration not stated),41,-0.1,0.6,-5,-21,-0.4,0,4,1.4,-2
CCOC(=O)N1CCC(n2c(SCC(=O)NCCc3ccc(S(N)(=O)=O)cc3)nc3ccccc3c2=O)CC1,0,-1.2,-0.1,16,-18,-0.5,-4,6,1.2,5
CC(C)(O)C#Cc1ccc(C(=O)Nc2ccc3c(c2)OCO3)s1,-5,1.1,1.7,22,-5,1.0,1,-6,0.5,3
COc1ccc(NC(=O)COC(=O)c2cnccn2)cc1Cl,-6,x,-0.2,3,-9,-0.9,x,26,x,1
O=C(COC(=O)c1ccc(Cl)nc1)NCCNC(=O)COC(=O)c1ccc(Cl)nc1,-1,x,0.5,5,-13,i,x,x,0.9,x
COc1ccc(-c2c(C)n([O-])c(C)c(C)[n+]2=O)cc1,-3,-0.6,-1.2,4,-3,-0.5,-2,2,x,4
COc1cccc(N2CCN(C(=O)CCc3nnc4ccc(N5CCCC5)nn34)CC2)c1,21,-1.1,1.8,0,3,i,-1,-2,-0.6,-6
COc1ccc(Oc2cnn(-c3ccccc3)c(=O)c2Br)cc1,2,-0.6,2.1,17,-8,-0.4,-4,1,0.7,0
O=C(Nc1cccc(F)c1)C1CCCN1C(=O)OCc1ccccc1 (configuration not stated),1,-1.0,-1.7,2,-3,-0.4,-1,-20,1.3,-3
CCOC(=O)C1(Cc2cccc(Cl)c2)CCCN(C(=O)CN2C(=O)CSC2=O)C1 (configuration not stated),9,2.8,-0.2,11,2,i,1,14,0.7,-2
COCCNC(=O)C(=O)NCCN1CCNCC1,1,-0.7,-0.9,3,-12,-0.3,-3,6,0.9,-3
O=C(Nc1ccc(F)cc1F)c1csc(-c2ccncc2)n1,-2,0.5,3.6,11,5,i,-2,18,0.7,-4
CCOC(=O)C1=C(N)N(c2ccccc2Oc2ccccc2)C(=O)C1,3,0.3,-0.1,12,4,-1.1,0,32,x,-2

# Single entries from the results shown:
# `COCCNC(=O)c1ccccc1NC(=O)C1COc2ccccc2O1` (configuration not stated) – Yp Topo-I inh = 6
# `Cc1ccc(OCCNCc2ccccc2)c(C)c1` – SSB-PriA inh = -12

# Entries listed so far containing fluorine (seven):
SMILES,Yp Topo-I inh,BoNT A protease,PfHsp40 yeast,CCHFV vOTU inh,SSB-PriA inh,BH1578 lux ind,Anthrax LF inh2,VHR inh abs,TcdB GH inh,SARS 3CLpro inh
CC(=O)c1c(C)[nH]c(C(=O)Nc2cccc(C(F)(F)F)c2)c1C,-5,-0.9,0.0,2,9,-0.1,1,8,-0.8,5
CCc1csc(CCNC(=O)C2CCC(=O)N(Cc3ccccc3F)C2)n1 (configuration not stated),0,-10,1.1,-14,3,-0.1,-4,23,-0.6,-1
CC1(Oc2cccc(F)c2)CCN(Cc2ccc3ccccc3c2)C1 (configuration not stated),34,-1.1,x,-5,x,i,-5,x,1.3,x
CC(C)(C)OC(=O)N[C@H]1C=C[C@H](OC(=O)CC(=O)OCC(F)(F)F)C1,-18,0.1,-0.3,7,-4,6.2,0,x,-1.8,x
CC1=NNC(=O)/C1=C\c1cn(-c2ccccc2)nc1-c1ccc(F)cc1,9,-1.0,-0.4,x,-2,2.3,-4,15,x,-4
O=C(Nc1cccc(F)c1)C1CCCN1C(=O)OCc1ccccc1 (configuration not stated),1,-1.0,-1.7,2,-3,-0.4,-1,-20,1.3,-3
O=C(Nc1ccc(F)cc1F)c1csc(-c2ccncc2)n1,-2,0.5,3.6,11,5,i,-2,18,0.7,-4
